Wnt act: Wnt/beta-catenin pathway activation; Wnt/beta-catenin reporter cell assay, activator, plate reader; activation, % at 9.35 µM; hit rate 1.2% among 300,000; AID 743398; in the data active means activation above about 30%, passing the limit was not always enough;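 further: 0% = neutral control wells and 100% = positive control wells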
PfHsp90 set2: growth inhibition of yeast expressing Plasmodium Hsp90; hit rate 0.32% among 310,000; AID 504621; S. cerevisiae expressing PfHsp90, BacTiter-Glo ATP, 48 h; yeast lacking PDR1 and PDR3 efflux regulators; inhibition, % at 9.4 µM;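 active means every replicate shows inhibition above about 80%, whatever the replicate mean, limit read from the data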;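 further: 0% = DMSO neutral controls and 100% = 20 µM radicicol positive controls; yeast relying on Plasmodium falciparum Hsp90 in place of its own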
AddAB inh: less growth of phage-infected E. coli with AddAB; inhibition, % at 11.9 µM; E. coli expressing H. pylori AddAB, absorbance growth; hit rate 0.29% among 330,000; in the data active means inhibition above about 12%;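 further: 0% = vehicle wells of infected cells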
Tat transport: E. coli Tat transport inhibition; E. coli MC4100 TorA-mCherry Tat export, fluorescence; inhibition, % at 10 µM; hit rate 0.036% among 340,000; AID 488895;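 active means mean replicate inhibition at least 50% and at least half of replicates individually reaching 50%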;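 further: exported cargo escapes ClpAP degradation while cytoplasmic cargo is degraded and loses fluorescence; 0% = median of neutral control wells and 100% = median of NaSCN control wells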
PvdQ inh: P. aeruginosa PvdQ acylase inhibition | purified PvdQ acylase, fluorescence plate reader | inhibition, % at 10 µM | hit rate 0.063% among 340,000 | AID 488965; in the data active means inhibition above about 30%, passing the limit was not always enough;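 further: 0% = vehicle neutral wells and 100% = reference inhibitor wells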
Ecoli viability: bacterial growth inhibition, counter-screen for AddAB inhibitors; E. coli V3065 growth, OD600 absorbance, 18 h; inhibition, % at 11.9 µM; hit rate 0.27% among 330,000; AID 449728;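 active means inhibition above the campaign's mean inhibition across all tested compounds plus 3 SD, cut at about 9.9% in these data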;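 further: uninfected addAB+ strain grown without phage in ampicillin broth; 0% = DMSO wells and 100% = ciprofloxacin 0.95 µg/ml wells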
Rtt109 Vps75: blocks Candida albicans Rtt109/Vps75 acetyltransferase activity; Q5AAJ8; purified Rtt109/Vps75, ThioGlo CoA-SH fluorescence, 4 h; inhibition, % at 34.9 µM; hit rate 0.16% among 330,000; AID 540336;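 active means inhibition of at least 50% in every replicate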
Target sequence (Q5AAJ8 whole entry, looked up): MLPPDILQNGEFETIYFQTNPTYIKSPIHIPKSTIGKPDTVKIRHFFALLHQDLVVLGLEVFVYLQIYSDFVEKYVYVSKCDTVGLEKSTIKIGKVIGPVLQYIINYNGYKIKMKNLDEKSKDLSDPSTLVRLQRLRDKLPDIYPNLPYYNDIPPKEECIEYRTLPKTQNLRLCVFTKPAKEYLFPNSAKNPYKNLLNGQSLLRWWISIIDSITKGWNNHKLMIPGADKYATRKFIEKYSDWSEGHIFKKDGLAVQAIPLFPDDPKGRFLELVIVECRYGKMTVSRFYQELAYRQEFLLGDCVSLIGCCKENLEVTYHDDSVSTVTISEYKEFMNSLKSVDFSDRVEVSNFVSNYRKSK
DAGLB inhibitor: blocks human DAGLB lipase activity. Q8NCG7. HEK293T DAGLB membrane lysate, EnzChek fluorogenic substrate. inhibition, % at 5.17 µM. hit rate 0.059% among 340,000. AID 504411; in the data active means inhibition above about 34%;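 further: 0% = enzyme with vehicle and 100% = wells lacking enzyme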
Target sequence (Q8NCG7 whole entry, looked up): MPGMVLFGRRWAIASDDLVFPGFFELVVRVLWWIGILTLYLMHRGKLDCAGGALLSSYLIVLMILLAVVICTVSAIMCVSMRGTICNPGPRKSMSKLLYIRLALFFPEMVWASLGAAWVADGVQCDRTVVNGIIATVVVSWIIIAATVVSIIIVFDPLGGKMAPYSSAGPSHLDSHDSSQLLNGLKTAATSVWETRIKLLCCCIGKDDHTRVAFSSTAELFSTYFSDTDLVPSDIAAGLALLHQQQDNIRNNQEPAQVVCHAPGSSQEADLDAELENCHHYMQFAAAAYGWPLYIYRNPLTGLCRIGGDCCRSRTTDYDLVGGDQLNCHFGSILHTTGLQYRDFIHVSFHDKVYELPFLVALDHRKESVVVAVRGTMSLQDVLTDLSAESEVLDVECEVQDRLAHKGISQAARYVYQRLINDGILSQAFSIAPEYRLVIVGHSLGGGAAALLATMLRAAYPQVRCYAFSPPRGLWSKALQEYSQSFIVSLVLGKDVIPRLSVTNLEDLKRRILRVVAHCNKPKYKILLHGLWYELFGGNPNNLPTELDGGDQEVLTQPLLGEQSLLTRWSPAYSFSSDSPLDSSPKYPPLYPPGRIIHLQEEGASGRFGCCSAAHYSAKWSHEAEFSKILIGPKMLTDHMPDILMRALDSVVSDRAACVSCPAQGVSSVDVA
CAL PDZ inh: inhibitors of human CAL PDZ peptide binding; Q9HD26; purified CAL PDZ, TMR-peptide fluorescence polarization, 1 h; inhibition, % at 20 µM; hit rate 0.02% among 330,000; AID 504414;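 active means highest replicate inhibition of at least 40%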;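 further: plate controls were DMSO neutral control wells for no effect and unlabeled competitor peptide control wells for full effect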
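Material – purified CerCALP PDZ construct · Detection – FP readout, S and P plane fluorescence · Measure – percent inhibition from loss of millipolarization · Controls – unlabelled peptide for full inhibition, DMSO wells as neutral · Probe or stimulus – TMR-labelled reporter peptide T*-PRC34 bound in PDZ groove · Times – 1 h at RT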
phage Ecoli inh: E. coli growth loss with phage present | growth absorbance | hit rate 0.26% among 360,000 | inhibition, % at 11.9 µM; in the data active means inhibition above about 11%
* = called active by the depositor; . = not tested or not shown. Not a hit list; 1.9% or so of the library scored in one or more.

SMILES | Wnt act | PfHsp90 set2 | AddAB inh | Tat transport | PvdQ inh | Ecoli viability | Rtt109 Vps75 | DAGLB inhibitor | CAL PDZ inh | phage Ecoli inh
Cc1cc(=O)c(C(=O)O)cn1Nc1ccc(F)cc1 | -1 | 10 | 1.4 | -3 | -3 | 1.2 | 1 | 1 | 0.2 | 1.9
CN1C(=O)C(=O)/C(=C(/O)c2ccc(Br)cc2)C1c1ccc(F)cc1 (stereo unspecified) | -2 | -10 | -3.0 | 2 | -14 | -1.5 | -1 | 2 | -0.2 | 3.9
O=C(Nc1cccnc1)c1sc(Nc2ccccc2F)nc1-c1ccccc1 | -1 | 11 | 2.7 | -2 | -5 | -0.8 | -4 | 2 | 0.2 | 1.1
COc1cccc(NC(=O)[C@@H](NC(=O)N2CCn3c2nc2ccccc23)C(C)C)c1 | 1 | -14 | 1.4 | 7 | -13 | 1.6 | 23 | -2 | -2.7 | 0.0
CC(C)c1ccc(N(CC(=O)NCCc2ccccc2)C(=O)c2csnn2)cc1 | -3 | -23 | 5.7 | 0 | 2 | -1.1 | 10 | 1 | -1.7 | -1.7
CC(OC(=O)c1ccncc1)C(=O)Nc1cccc(Cl)c1 (stereo unspecified) | . | -23 | 2.0 | -5 | -12 | 0.7 | 9 | 2 | 0.1 | 1.4
O=C(/C=C/c1ccco1)N1CCc2ccccc21 | 17 | 34 | -2.9 | -4 | 1 | 0.6 | -2 | 0 | -2.1 | 5.2
CC1=CC(C)(C)NC(=S)N1c1cc(C)cc(C)c1 | 0 | 8 | -0.9 | 3 | -5 | -1.6 | -1 | 2 | -0.2 | 0.6
Cc1sc2ncn(CC(=O)NCCCC(=O)N3CCN(c4ccccc4F)CC3)c(=O)c2c1C | 1 | 4 | 1.5 | 4 | -5 | -1.3 | 2 | 0 | -2.1 | 1.2
COc1cccc(C(=O)NC(=S)Nc2ccc3[nH]c(=O)[nH]c3c2)c1 | 1 | -20 | 1.7 | 4 | -16 | -0.4 | 4 | 2 | -1.4 | -0.1
CN(C)CCCNc1cc(C(C)(C)C)nc2c(-c3ccc(Cl)cc3)cnn12 | -22 | 27 | -4.1 | 14 | 2 | -5.0 | -6 | 0 | -0.4 | 2.1
O=C1NC(=O)C2(CCCC2)N1 | -2 | 12 | . | -1 | -5 | . | 1 | 1 | 0.3 | 1.9
COc1cccc(CC2(CO)CCCN(CC3=Cc4cc(Cl)ccc4OC3)C2)c1 (stereo unspecified) | -2 | -6 | 0.2 | -1 | -16 | -1.5 | 5 | -6 | -0.1 | 3.6
Cc1ccc(-n2nc3c(=O)n(C(C)C(=O)NCCCc4ccccc4)nc(C)c3c2C)cc1 (stereo unspecified) | 2 | 6 | 0.5 | 1 | 1 | -1.9 | 11 | -1 | -1.5 | 3.0
C[C@@H]1CCCCCCCCC(=O)OCCN1C(=O)OC(C)(C)C | -2 | 11 | -0.1 | -2 | -13 | -1.2 | 1 | -5 | 0.8 | 2.4
CC(C)C[C@@H](CN)NC(=O)c1nc[nH]c1C(=O)N[C@@H](C)C(=O)CNC[C@H](C)NC(=O)c1nc[nH]c1C(=O)N[C@@H](CC(C)C)C(=O)O | -1 | -10 | . | -8 | -12 | . | -4 | 1 | 0.5 | 2.6
CCOc1ccc2c(c1)c(N=NC(=N)N)c(O)n2C | 0 | 9 | 4.7 | -10 | -7 | 0.5 | 22 | 1 | 0.1 | 4.4
COc1ccc(/C=C/C(=O)NC(=S)NNC(=O)c2cccs2)cc1OC | 3 | 18 | -0.3 | -4 | -2 | -3.1 | -13 | 2 | -0.5 | -1.1
CCOc1ccc(N(C(=O)CNC(=O)c2ccco2)C(C(=O)NC2CCCC2)c2ccncc2)cc1 (stereo unspecified) | . | 3 | 2.1 | -8 | -2 | 0.7 | 4 | -1 | -0.3 | 2.5
CCOC(=O)c1ccccc1N/C=C/C(=O)c1ccccc1 | 54* | 5 | 0.4 | -1 | 7 | 0.7 | 2 | -9 | -2.6 | -0.3
Cc1nn(-c2ncc(C(F)(F)F)cc2Cl)c(=O)n1-c1c(F)cccc1F | -1 | -14 | 0.2 | 4 | -16 | -1.5 | 4 | 1 | -1.8 | 5.0
Cc1ccc(S(=O)(=O)N2CCOCC2)cc1NC(=O)CNCc1ccccc1Cl | -3 | . | . | 28 | -17 | . | 4 | 2 | -1.8 | 1.8
COc1cc(C(=O)Nc2ccc(NC(=O)c3ccccc3)nc2)cc(OC)c1OC | 4 | 18 | 3.3 | 12 | -10 | 1.6 | -2 | 3 | -4.1 | 2.5
COc1ccc(-c2csc(NC(=O)c3ccc(S(=O)(=O)N4CCc5ccccc5C4)cc3)n2)c(OC)c1 | -8 | -21 | 1.2 | -3 | 3 | 1.6 | 15 | -4 | 0.6 | 1.3
O=C(O)CNC(=O)C1(NC(=O)OCc2ccccc2)CCCC1 | -2 | -3 | . | 4 | -10 | . | -2 | -1 | -1.4 | 4.4
CN(CC(=O)Nc1ccc(Cl)c(C(F)(F)F)c1)C(=O)C1CSC2(C)CCC(=O)N12 (stereo unspecified) | 1 | -3 | 0.2 | -16 | -3 | 0.4 | 2 | 3 | -1.6 | 0.1
CCOC(=O)N1CCN(C(=S)Nc2cc(S(=O)(=O)N3CCOCC3)ccc2Cl)CC1 | -1 | -22 | -1.3 | -10 | -9 | 1.1 | -6 | 0 | 0.3 | 0.5
COCCCn1c(SCC(=O)N2CCCCC2C)nnc1-c1ccco1 (stereo unspecified) | . | 7 | 3.6 | 2 | 9 | 3.4 | -3 | 3 | -2.4 | 1.9
O=C(NCCN1CCOCC1)c1cc(-c2cccc(O)c2)on1 | 9 | -31 | 2.0 | 6 | -9 | 0.8 | 1 | -2 | -1.8 | 1.3
CCc1cc2c(=O)n(-c3ccccc3)c(SCC(=O)O)nc2s1 | 0 | 13 | 2.1 | -2 | -12 | -2.0 | 2 | 4 | 2.5 | -0.7
O=c1c2c(nc3n1CCCCC3)-c1ccccc1CC21CCCCC1 | . | -9 | 3.7 | 13 | -22 | -2.5 | -4 | -5 | -2.2 | 1.9
O=C(COc1ccc(Cl)cc1)NNC(=O)C(=O)N1CCCCC1 | . | -1 | -1.1 | -6 | 5 | -0.2 | 5 | 0 | -3.3 | 2.0
CCOc1ccc(C2C(C(=O)c3cccs3)=C(O)C(=O)N2Cc2cccnc2)cc1 (stereo unspecified) | 5 | 12 | -1.1 | 0 | 9 | -0.1 | -5 | 0 | -0.4 | 2.1
CC(=O)Nc1c(O)nc(SCC(=O)Nc2ccc(C(C)=O)cc2)[nH]c1=O | 1 | -6 | -3.2 | 1 | 4 | -0.4 | 12 | -1 | 0.0 | 2.8
Cc1cc(N2CCN(c3ccc([N+](=O)[O-])c4cccnc34)CC2)c2ccccc2n1 | . | 1 | 0.3 | 1 | -9 | -0.2 | 4 | 1 | 0.4 | .
COc1ccc(-c2cn(CCC(=O)O)c(C)n2)cc1 | -1 | . | 0.1 | 4 | -7 | -4.4 | -6 | -2 | -1.3 | 1.1
CCN(CC)S(=O)(=O)c1ccc(N2CCOCC2)c(NC(=O)c2cccc(C#N)c2)c1 | 0 | . | 0.0 | 0 | 4 | 1.5 | 7 | -1 | -0.6 | 1.6
Cc1ccc(OCC(=O)Nc2cc(C)on2)c([N+](=O)[O-])n1 | 13 | 10 | 19* | 1 | -16 | 15* | 8 | -4 | -1.0 | 5.8
CC(=O)Nc1ccc(NC(=O)COc2ncnc3ccccc23)cc1 | 0 | 19 | 2.6 | -3 | -7 | 1.2 | -5 | 0 | -0.5 | 2.4
COc1cccc(NC(=O)CN(C)C(=O)c2cc(S(=O)(=O)NCc3ccccc3)ccc2C)c1 | 2 | 36 | 2.1 | 9 | -2 | -2.0 | 2 | -3 | -3.0 | 1.1

Part of the list above, showing only CAL PDZ inh.
| mol | CAL PDZ inh |
| --- | --- |
| CCOc1ccc(C2C(C(=O)c3cccs3)=C(O)C(=O)N2Cc2cccnc2)cc1 (stereo unspecified) | -0.4 |
| CC(=O)Nc1c(O)nc(SCC(=O)Nc2ccc(C(C)=O)cc2)[nH]c1=O | 0.0 |
| Cc1cc(N2CCN(c3ccc([N+](=O)[O-])c4cccnc34)CC2)c2ccccc2n1 | 0.4 |
| COc1ccc(-c2cn(CCC(=O)O)c(C)n2)cc1 | -1.3 |
| CCN(CC)S(=O)(=O)c1ccc(N2CCOCC2)c(NC(=O)c2cccc(C#N)c2)c1 | -0.6 |

Record cards, as listed above. Values in the order: Wnt act | PfHsp90 set2 | AddAB inh | Tat transport | PvdQ inh | Ecoli viability | Rtt109 Vps75 | DAGLB inhibitor | CAL PDZ inh | phage Ecoli inh
O=C(Nc1cccnc1)c1sc(Nc2ccccc2F)nc1-c1ccccc1 is listed as -1 | 11 | 2.7 | -2 | -5 | -0.8 | -4 | 2 | 0.2 | 1.1
O=c1c2c(nc3n1CCCCC3)-c1ccccc1CC21CCCCC1 is listed as . | -9 | 3.7 | 13 | -22 | -2.5 | -4 | -5 | -2.2 | 1.9

Next records.
SMILES | Wnt act | PfHsp90 set2 | AddAB inh | Tat transport | PvdQ inh | Ecoli viability | Rtt109 Vps75 | DAGLB inhibitor | CAL PDZ inh | phage Ecoli inh
Cn1c2c(c(=O)n(C)c1=O)[C@@H]1c3c(ccc4ccccc34)OC[C@@H]1CO2 | . | 5 | 1.1 | 4 | 1 | -0.5 | 2 | -2 | -1.7 | 0.8
NC(=O)CSc1nc2cc3c(cc2c(=O)n1CCCC(=O)NCc1ccc2c(c1)OCO2)OCO3 | . | 41 | -1.1 | 2 | -13 | 1.0 | 14 | -2 | -0.2 | 2.8
COc1ccccc1NCC(=O)N/N=C/c1cccnc1 | 7 | -9 | 2.1 | -8 | -11 | -1.5 | -4 | -1 | 0.2 | 2.2
CC1Oc2ccccc2N(CC(=O)N2CCCc3ccccc32)C1=O (stereo unspecified) | -1 | 15 | -0.2 | -4 | -11 | -1.1 | 3 | -1 | -0.2 | 2.4
CC(C)(C)NC(=O)c1cc(F)c(F)cc1Cl | -1 | 18 | 1.5 | 0 | 4 | -1.4 | -13 | -2 | -2.0 | 0.9
COc1ccc(NC(=O)COC(=O)/C=C/c2ccc(OC)c(S(=O)(=O)N3CCOCC3)c2)cc1 | . | -4 | 1.6 | -5 | -12 | -0.3 | 7 | -1 | -2.3 | 1.4
C/C(=N\Nc1cccc(C(F)(F)F)c1)c1ccc(O)cc1 | 6 | 9 | 2.6 | 7 | -1 | 2.5 | -1 | 3 | 1.2 | -1.4
O=C(CNC(=O)c1cccs1)OCC(=O)c1ccc([N+](=O)[O-])cc1 | -1 | -5 | 2.9 | 0 | -13 | -1.8 | -6 | -2 | . | 5.5
C/C=C/C(=O)OCC(=O)Nc1cc(-c2cc(C)c(C)cc2C)nn1-c1ccccc1 | -2 | -21 | 2.3 | -1 | -7 | -1.2 | . | -12 | -1.8 | 3.2
Cc1ccc(C(=O)N/N=C/c2ccc(OC(=O)c3ccccc3Cl)cc2)cn1 | 1 | -19 | 0.3 | 3 | -1 | -1.9 | 6 | -1 | -2.7 | 0.5
CCN(CC)CCn1c2ccccc2c2cnc(N=CN(C)C)c(C#N)c21 | . | -23 | -4.7 | 1 | -5 | -4.4 | 7 | 0 | 0.2 | 1.2
COc1cc(OC)nc(NC(=O)NS(=O)(=O)c2ccc(F)cc2)n1 | 0 | -4 | 3.1 | -9 | -4 | 0.4 | -6 | . | -1.3 | 2.8
Cc1ccc(C)c(C(C)NC(=O)c2ccccc2Br)c1 (stereo unspecified) | -2 | -9 | 0.5 | -10 | 3 | -0.4 | 4 | -4 | 0.2 | 4.5
CC1(C)Cc2c(sc(NC(=O)c3ccc(C(=O)c4ccccc4)cc3)c2C(N)=O)C(C)(C)N1 | 23 | -12 | -0.7 | 6 | 10 | -0.9 | 0 | 8 | -2.4 | 2.0
